Screens (PubChem)
ABCB1 block: human ABCB1 inhibition, ABCG2 as counter-screen; inhibition, % at 6.6 µM; 190,000 compounds, 0.067% hits; AID 1326; CCRF-Adr cells, JC-1 efflux, flow cytometry; P08183; in the data active means inhibition above about 40%;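 further: 0% = vehicle and 100% = reference inhibitor; higher value means more JC-1 retained so stronger ABCB1 efflux block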
Target sequence (P08183 whole entry, looked up): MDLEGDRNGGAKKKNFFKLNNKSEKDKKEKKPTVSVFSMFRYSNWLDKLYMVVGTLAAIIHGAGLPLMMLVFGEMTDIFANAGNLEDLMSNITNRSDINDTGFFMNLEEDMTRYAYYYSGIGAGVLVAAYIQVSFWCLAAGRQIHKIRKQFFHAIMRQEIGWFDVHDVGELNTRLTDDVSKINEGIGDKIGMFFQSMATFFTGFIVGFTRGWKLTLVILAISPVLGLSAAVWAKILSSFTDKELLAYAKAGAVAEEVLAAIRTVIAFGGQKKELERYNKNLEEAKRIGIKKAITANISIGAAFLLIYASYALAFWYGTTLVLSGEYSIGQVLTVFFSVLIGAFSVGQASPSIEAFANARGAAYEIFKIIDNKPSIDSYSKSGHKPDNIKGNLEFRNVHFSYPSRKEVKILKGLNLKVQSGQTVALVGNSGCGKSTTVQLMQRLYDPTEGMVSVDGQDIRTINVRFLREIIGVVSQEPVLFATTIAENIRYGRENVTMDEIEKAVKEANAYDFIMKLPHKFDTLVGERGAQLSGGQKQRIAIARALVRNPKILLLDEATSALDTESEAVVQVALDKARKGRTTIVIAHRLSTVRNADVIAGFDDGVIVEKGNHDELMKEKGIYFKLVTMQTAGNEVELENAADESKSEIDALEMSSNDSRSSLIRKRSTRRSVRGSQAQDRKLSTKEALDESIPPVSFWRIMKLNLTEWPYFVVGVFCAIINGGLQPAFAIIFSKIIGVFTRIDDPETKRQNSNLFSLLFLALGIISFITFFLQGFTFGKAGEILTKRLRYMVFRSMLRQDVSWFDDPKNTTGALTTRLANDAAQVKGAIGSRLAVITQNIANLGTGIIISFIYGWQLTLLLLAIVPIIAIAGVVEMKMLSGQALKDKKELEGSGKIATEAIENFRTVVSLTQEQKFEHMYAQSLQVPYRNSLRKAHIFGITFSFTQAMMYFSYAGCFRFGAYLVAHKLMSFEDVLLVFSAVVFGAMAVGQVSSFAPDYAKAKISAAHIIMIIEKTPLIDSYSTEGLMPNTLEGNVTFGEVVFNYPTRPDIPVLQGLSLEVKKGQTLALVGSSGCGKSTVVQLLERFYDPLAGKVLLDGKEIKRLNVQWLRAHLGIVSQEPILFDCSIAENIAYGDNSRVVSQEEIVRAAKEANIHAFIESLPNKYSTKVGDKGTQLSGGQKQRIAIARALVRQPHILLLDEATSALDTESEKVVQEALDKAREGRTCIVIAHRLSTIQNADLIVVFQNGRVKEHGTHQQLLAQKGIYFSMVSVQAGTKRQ
Bcl-XL Bim block: human Bim-Bcl-XL interaction inhibition | Bim peptide-Bcl-XL binding, bead flow cytometry, fluorescence | inhibition, % at 10 µM | 190,000 compounds, 0.04% hits
RGS7-Gao: regulators of human RGS7-Galphao interaction. P09471. Multiplexed bead flow cytometry, RGS7-Galphao binding; actives lie on both sides. binding response (% of control), % at 10 µM. 220,000 compounds, 0.35% hits; in the data active means binding response below about 49% or above about 150%;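 further: fluorescent Galphao held in activated GDP-AlF4 state binding bead-coupled RGS7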
Bcl-2 Bim block: human Bim-Bcl-2 interaction inhibition | 190,000 compounds, 0.06% hits | AID 950 | inhibition, % at 10 µM | P10415 | Bead-based flow cytometry, Bim peptide-Bcl-2 binding; in the data active means inhibition above about 40%;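 further: 0% = no compound wells with probe peptide and 100% = reference peptide inhibitor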
ABCG2 inh: human ABCG2 inhibition, ABCB1 as counter-screen. IgMXP3 cells, JC-1 efflux, flow cytometry. 190,000 compounds, 0.1% hits. inhibition, % at 6.6 µM. AID 1325;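 active means inhibition above 80%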;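 further: 0% = DMSO and 100% = nicardipine control wells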
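material = IgMXP3 (ABCG2) plus far-red-tagged CCRF-Adr (ABCB1) cells | amount = 3 million cells/mL, equal mix of both lines | also added = JC-1 transporter substrate | dosing = one concentration, 6.6 µM final | schedule = 10 min at 25 °C | measured by = flow cytometric JC-1 green MFI at 530 nm | read-out basis = percent efflux inhibition, scaled nicardipine 100% to DMSO 0%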
Bfl-1 Bim block: inhibitors of Bim-Bfl-1 interaction, human; Q16548; Bead-based flow cytometry, Bim-Bfl-1 binding inhibition; inhibition, % at 10 µM; 190,000 compounds, 0.12% hits; AID 1008;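 further: 0% = wells without compound plus tracer and 100% = blocker peptide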
Bim-Mcl-1: disrupts Bim peptide binding to human Mcl-1; Bead-based flow cytometry, Bim peptide-Mcl-1 binding; inhibition, % at 10 µM; 190,000 compounds, 0.1% hits;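 further: 0% = no compound tracer wells and 100% = peptide blocker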
Bim-Bcl-B: human Bim-Bcl-B interaction inhibition; Q9HD36; bead-based flow cytometry, Bim peptide-Bcl-B binding; inhibition, % at 10 µM; 190,000 compounds, 0.073% hits;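 further: 0% = tracer peptide without compound and 100% = reference inhibitor peptide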
RGS8-Gao reg: modulates binding of RGS8 to human Galphao; P09471; multiplexed bead flow cytometry; actives lie on both sides; response (percent of control binding), % at 10 µM; 220,000 compounds, 0.34% hits; AID 1423; in the data active means response below about 60% or above about 140%; inactive means in between;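 further: Galphao activated as the GDP aluminium fluoride complex binding bead-coupled RGS8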
Bim-Bcl-W: inhibitors of Bim-Bcl-W interaction, human; Q92843; bead-based flow cytometry, Bim peptide-Bcl-W binding; inhibition, % at 10 µM; 190,000 compounds, 0.02% hits; AID 952;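 further: 0% = bound tracer without compound and 100% = peptide blocker; higher means less fluorescent Bim peptide bound to Bcl-W beads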
RGS4-Gao reg: human RGS4-Galphao interaction regulation | Multiplexed bead flow cytometry, RGS4-Galphao binding; actives lie on both sides | binding response (% of control), % at 10 µM | 220,000 compounds, 0.33% hits | AID 1415; in the data active means binding response below about 49% or above about 150%; inactive means in between;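 further: fluorescent Galphao activated with aluminum fluoride binding bead-coupled RGS4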
* = called active by the depositor; & = joins results of further samples. Unless noted, no stated cut-off is given here; in the data, active means inhibition above about 40%.

A first look:
SMILES	ABCB1 block	Bcl-XL Bim block	RGS7-Gao	Bcl-2 Bim block	ABCG2 inh	Bfl-1 Bim block	Bim-Mcl-1	Bim-Bcl-B	RGS8-Gao reg	Bim-Bcl-W	RGS4-Gao reg
COc1ccc(C(C)(C)C)cc1NC(=O)c1c(C)noc1C	0.4	0	101	-6	5	-11	-1	-9	100	0	105
Cc1cc(NS(=O)(=O)c2ccc(NC(=O)c3cc4c(=O)n5ccccc5nc4s3)cc2)nc(C)n1	-0.7	4	96	3	-1	0	4	1	99	2	96

Results, previewed entries included:
SMILES	ABCB1 block	Bcl-XL Bim block	RGS7-Gao	Bcl-2 Bim block	ABCG2 inh	Bfl-1 Bim block	Bim-Mcl-1	Bim-Bcl-B	RGS8-Gao reg	Bim-Bcl-W	RGS4-Gao reg
COc1ccc(C(C)(C)C)cc1NC(=O)c1c(C)noc1C	0.4	0	101	-6	5	-11	-1	-9	100	0	105
Cc1cc(NS(=O)(=O)c2ccc(NC(=O)c3cc4c(=O)n5ccccc5nc4s3)cc2)nc(C)n1	-0.7	4	96	3	-1	0	4	1	99	2	96
CC(C)c1onc(C(=O)N(C)C2CCCCC2)c1[N+](=O)[O-]	0.2	0	95	-2	5	-5	0	-5	101	0	95
CC1(C)CC(NC(=O)c2ccccn2)CC(C)(C)N1O	0.3	0	103	-3	7	-3	-2	-1	105	0	103
CC1CCCN(c2nc3nonc3nc2Nc2ccccc2F)C1 (stereo not drawn)	0.7	4	101	-1	4	-8	0	-4	104	-1	103
Cc1ccc(NC(=O)CSc2nnc(-c3ccc(S(=O)(=O)N4CCOCC4)cc3)n2C)cc1	0.5	-4	103	-7	2	-11	0	-7	102	1	103
CC1CCC(C(C)C)C(OCC(O)CNC(C)(C)C)C1 (stereo not drawn)	0.3	0	104	-2	0	-4	0	-4	101	2	102
CC(=O)NC(=S)Nc1ccc(-c2nc3ccc(C)cc3s2)cc1	-0.3	0	98	0	-1	0	0	0	100	1	94
COc1ccccc1-n1c(=S)[nH]c2c(sc(=S)n2-c2ccccc2)c1=O	0.2	-4	107	-4	2	-4	0	0	92	0	97
CC(=O)NCCCCCCNC(C)=O	0.8	2&0	103&98	-1&-3	2&0	0&-1	-1&0	-2&0	102&96	0&-1	100&99
COCc1cc(C)nc(SCC[N+](C)(C)CC(=O)c2ccc(Br)cc2)c1C#N	0.3	1	102	3	2	3	0	4	105	0	108
COc1ccc(S(=O)(=O)N2CCCOC2CNC(=O)C(=O)NCc2ccco2)cc1C (stereo not drawn)	0.8	-2	92	0	3	0	-1	0	98	-2	98
Cc1cccc2sc(N(CCCN(C)C)C(=O)c3sc4ccccc4c3Cl)nc12	2.7	-9	108	0	3	-4	0	-11	104	3	110
CC1(C)CC(=O)C=C(Nc2ccc(OCC(F)(F)C(F)F)cc2)C1	0.7	-2	95	-6	5	-9	0	-7	98	2	95
CN=c1scc(-c2c[nH]c3ccccc23)n1C	-0.3	-3	103	-1	0	-3	0	-8	105	-3	102
C=CC(O)(C#CCN(CC)CC)c1ccccc1 (stereo not drawn)	0.6	-14	98	-9	2	-17	-2	-13	97	-5	96
O=S(=O)(Nc1ccc(-c2cn3cccnc3n2)cc1)c1ccccc1	0.2	0	92	0	1	-5	0	0	96	0	97
O=C(CSc1nnc(-c2cnccn2)n1Cc1ccco1)c1ccccc1	0.3	-9	101	-6	1	-11	-1	-7	101	0	99
Cc1cccc(OCc2nnc(SCC(=O)N3c4ccccc4Sc4ccc(Cl)cc43)o2)c1	0.1	-5	98	-2	-3	0	-2	-5	101	-2	100
N#CC1=C(N)N(c2ccccc2)C(c2ccccc2)C1(C#N)C#N (stereo not drawn)	0.1	1	94	2	11	0	2	1	100	4	96

Entries of single compounds as entered above:
Shown for CC1(C)CC(=O)C=C(Nc2ccc(OCC(F)(F)C(F)F)cc2)C1 : ABCB1 block = 0.7; Bcl-XL Bim block = -2; RGS7-Gao = 95; Bcl-2 Bim block = -6; ABCG2 inh = 5; Bfl-1 Bim block = -9; Bim-Mcl-1 = 0; Bim-Bcl-B = -7; RGS8-Gao reg = 98; Bim-Bcl-W = 2; RGS4-Gao reg = 95
Shown for Cc1cccc(OCc2nnc(SCC(=O)N3c4ccccc4Sc4ccc(Cl)cc43)o2)c1 : ABCB1 block = 0.1; Bcl-XL Bim block = -5; RGS7-Gao = 98; Bcl-2 Bim block = -2; ABCG2 inh = -3; Bfl-1 Bim block = 0; Bim-Mcl-1 = -2; Bim-Bcl-B = -5; RGS8-Gao reg = 101; Bim-Bcl-W = -2; RGS4-Gao reg = 100
Shown for O=S(=O)(Nc1ccc(-c2cn3cccnc3n2)cc1)c1ccccc1 : ABCB1 block = 0.2; Bcl-XL Bim block = 0; RGS7-Gao = 92; Bcl-2 Bim block = 0; ABCG2 inh = 1; Bfl-1 Bim block = -5; Bim-Mcl-1 = 0; Bim-Bcl-B = 0; RGS8-Gao reg = 96; Bim-Bcl-W = 0; RGS4-Gao reg = 97

(cont.)
SMILES	ABCB1 block	Bcl-XL Bim block	RGS7-Gao	Bcl-2 Bim block	ABCG2 inh	Bfl-1 Bim block	Bim-Mcl-1	Bim-Bcl-B	RGS8-Gao reg	Bim-Bcl-W	RGS4-Gao reg
Cc1nc2c(cnn2-c2ccccc2Cl)c(=O)n1-c1ccc(C(C)C)cc1	0.1	-6	93	-12	4	-19	-4	-6	102	-2	100
COc1ccccc1-c1nc2n(n1)C(c1ccccc1Cl)C(C(N)=O)=C(C)N2 (stereo not drawn)	0.2	-7	101	-9	0	-12	0	-7	104	1	106
O=C(Cn1c(=O)c2c(ncn2Cc2ccccc2)n(Cc2ccccc2)c1=O)N1CCc2ccccc21	3.2	-2	94	1	5	-1	0	0	96	-1	93
O=c1c2ccccc2cnn1Cc1n[nH]c(=S)n1-c1ccccc1Cl	0.2	-1	103	0	-6	1	-1	-1	99	1	100
COc1cccc(NS(=O)(=O)c2c(C)n(C)c(=O)n(C)c2=O)c1	-0.2	0	101	-8	0	-9	0	-5	101	1	103
O=c1[nH]c(Cc2ccc(F)cc2)nc2scc(-c3ccc(F)cc3)c12	-0.5	-17	128	-8	-2	3	-14	-47	91	-4	104
CCCn1c(N)c(N2CCCCC2)c(=O)n(CC(=O)Nc2ccc(OC(F)(F)F)cc2)c1=O	0.1	-1	88	0	0	-2	0	-2	96	-1	91
CC1(C)NC(=O)N(CC(O)CN2C(=O)CCC2=O)C1=O (stereo not drawn)	0.8	-7	104	-11	4	-12	-2	-6	104	1	105
S=C1NC2=C(CCCC2=C2SCCCS2)C(c2ccccc2)N1 (stereo not drawn)	0.1	-3	100	0	1	2	1	-9	102	0	97
Nc1cc(N)nc(SCCOc2ccccc2F)n1	0.6	-12	104	-10	30	-22	-6	-12	99	-4	101
Cn1cc(/C=N/NC(=O)COc2ccccc2[N+](=O)[O-])c2ccccc21	0.6	-2	100	-8	11	-2	0	-9	102	-2	102
COCCCn1c(SCC(=O)Nc2ccc(NC(=O)c3ccco3)c(OC)c2)nc2ccccc2c1=O	3.0	-2	95	-6	11	3	-2	0	105	-2	98
Oc1ccc2cc(Br)ccc2c1CN1CCCC1	-0.1	-3	106	-1	-1	3	0	-2	115	-1	107
COC(=O)C1=C(C)N=C2SCCC(=O)N2C1c1cc(Br)ccc1OC (stereo not drawn)	1.7	-14	102	-6	4	-24	-8	-12	101	-7	102
O=C(Cn1c(=O)oc2cc(S(=O)(=O)N3CCCCCC3)ccc21)NC1CCCCCCC1	0.3	1	95	2	1	-1	3	2	103	2	100
Cc1ccccc1C(=O)Nc1ccc(C(=O)NNC(=O)CCCOc2ccc(Cl)cc2Cl)cc1	0.6	-4	94	-4	1	0	-7	0	92	-6	94
CCCc1cc(=O)[nH]c(SCc2csc(-c3ccccc3)n2)n1	1.2	-3	95	2	3	0	-2	-6	94	-3	93
COc1cc(NC(=O)c2cccc(C)c2)c(Cl)cc1[N+](=O)[O-]	0.3	-3	93	1	5	-4	0	0	97	0	94
O=S(=O)(NCCc1ccncc1)c1ccccc1	-0.8	-11	107	-10	-5	-1	-11	-6	110	-8	108
Cc1ccc(C(=O)NNC(=S)Nc2cccc(Cl)c2Cl)cc1[N+](=O)[O-]	-0.5	-8	95	-12	1	-15	-2	-9	98	-2	97
CC(NC(=O)NC12CC3CC(CC(C3)C1)C2)C1CCCO1 (stereo not drawn)	-0.1	-5	100	-13	-1	-11	0	-7	100	0	99
Nc1nc(SCC(=O)NCC2CCCO2)[nH]c(=O)c1NC(=O)c1ccco1 (stereo not drawn)	0.5	0	87	-2	0	-3	-2	-2	93	2	93
CCCCC(=O)N/N=C(\C)CC(=O)Nc1cc(Cl)ccc1OC	0.4	-1	99	-1	6	0	1	0	98	0	99
CCOC(=O)c1cccc(N2C(=O)C3C(C(=O)NC4CC4)C4(C)C=CC3(O4)C2C(=O)NC(C)(C)C)c1 (stereo not drawn)	0.3	-3	97	0	0	0	-3	-2	98	-2	103
O=C(NCc1ccco1)C(=O)NCC1OCCCN1S(=O)(=O)c1ccc(F)cc1 (stereo not drawn)	0.9	0	100	-2	2	-4	0	0	104	0	103
O=C(Nc1ccccc1)c1cc2ccccc2o1	0.6	-7	110	-1	6	-3	-5	-8	108	-3	111
CCc1ccc(-n2c(=S)sc3c(=O)n(-c4ccccc4OC)c(=S)[nH]c32)cc1	-1.1	-5	100	-1	-5	-1	-2	-17	99	-2	98
CN(C)c1ncc(S(=O)(=O)c2ccc(Cl)cc2)c(-c2ccccc2)n1	1.1	0	104	1	10	0	0	-2	101	0	104
O=C1NC(Cc2c[nH]c3ccccc23)C(=O)N1CCOc1ccccc1 (stereo not drawn)	0.2	-6	104	-6	1	-9	1	-3	100	2	103
O=C(NCc1ccc(Cl)cc1)NCC(F)(F)F	0.2	-2	104	0	1	-1	-2	-2	97	0	102
CCCCOc1ccc(C(=O)NCCc2cccs2)cc1	-0.3	-1	98	-5	4	-1	-56	-8	99	-4	100
CCN1C(=O)CSc2ccc(C(=O)NCc3ccc(OC)cc3)cc21	1.3	-9	96	-13	25	-19	-8	-9	99	-5	101
